From PubChem
Giardia kill = Giardia lamblia killing; activity change, % at 7.66 µM, hits read low; Giardia lamblia trophozoite viability; 340,000 tested, 0.15% active; in the data active = activity change below about -80%; inconclusive = between about -30% and that limit;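 note: parasites exposed to compound for two days anaerobically before the ATP read; % is set by controls: 0 for no effect and ±100 for the full control effect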
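Trophozoite viability was measured as ATP-dependent luminescence, read 15-30 min after reagent addition. Before that, parasites at 100 cells/well were exposed to compounds for 48 h, anaerobically, at 37 deg C.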
TCR activator = activates T cell receptor signaling. primary human leukocytes, anti-CD3, IL-2 HTRF, 48 h. Potency, µM (doses to about 9.22 µM), for inactives: at the highest dose activation of IL-2 secretion, usual class: activators. 330,000 tested, under 10 active. AID 504894; note: % of control where 0% means no effect
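Using a-CD3 beads without co-stimulation, primary human leukocytes were exposed to compounds for 48 hr. An HTRF IL-2 kit measured the cytokine, with europium-to-d2 energy transfer producing emission at 665nm upon 320nm excitation.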
AT treatment = potential ataxia-telangiectasia treatments restoring KAP-1 phosphorylation; […] A-T fibroblasts, KAP-1 phosphorylation AlphaLISA; neocarzinostatin DNA damage 30 min before lysis; Potency, µM (top dose mostly 57.5 µM), for the others: top-dose activation, hits mostly activators; 320,000 tested, 0.19% active; note: potency is the fitted concentration of half-maximal effect; % of control where 0% means no effect; nearly all actives have a fitted effect of over 45% in size
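hTERT-immortalized A-T patient fibroblasts ([…]), 500 cells/well in OPTI-MEM, 1% FBS, got compounds for 60 min, then NCS for 30 min at 37C. Lysates were then assayed for phospho-KAP-1 by AlphaLISA (anti-pKAP1 donor, anti-KAP1 acceptor beads), 6 hr at 25C.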
GALK inhibitor = blocks human galactokinase activity | P51570 | Purified GALK, Kinase-Glo residual ATP luminescence | Potency, µM (doses to about 57.5 µM), inactives show at the highest dose activity change, negative = inhibition, usual class: inhibitors | 270,000 tested, 0.007% active; note: potency is the fitted concentration of half-maximal effect; % is set by controls: 0 for no effect and ±100 for the full control effect
Target sequence (P51570 whole entry, looked up): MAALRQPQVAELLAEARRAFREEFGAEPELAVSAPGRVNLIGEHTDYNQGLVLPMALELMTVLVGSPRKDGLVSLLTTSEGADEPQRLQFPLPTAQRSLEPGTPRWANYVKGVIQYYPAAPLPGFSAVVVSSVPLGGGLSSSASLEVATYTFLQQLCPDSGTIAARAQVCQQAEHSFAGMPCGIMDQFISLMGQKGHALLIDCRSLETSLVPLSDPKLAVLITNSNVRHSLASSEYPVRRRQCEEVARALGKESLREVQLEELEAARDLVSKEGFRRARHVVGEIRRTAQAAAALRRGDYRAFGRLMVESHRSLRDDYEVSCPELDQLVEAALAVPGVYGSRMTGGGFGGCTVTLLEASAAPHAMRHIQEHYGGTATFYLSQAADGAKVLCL
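Galactose (100 uM) and ATP (35 uM) were turned over by 5 nM GALK for 1 h at RT. Kinase-Glo Plus then converted the remaining ATP into a luminescent signal.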
KCNH2 WT inh = inhibitors of human wildtype KCNH2 potassium channel | 340,000 tested, 0.37% active | AID 720551 | activity change, % at 1.84 µM | Q12809 | U2OS, BacMam KCNH2, thallium flux FluxOr; hits give low values;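 active = maximum activity change below -70%; inconclusive = maximum activity change between -70% and -50%; inactive = maximum activity change above -50%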; note: % is set by controls: 0 for no effect and ±100 for the full control effect
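U2OS cells transduced with wild-type KCNH2 virus are loaded with FluxOr dye for 45 min, and thallium flux is measured in kinetic reads before and after stimulation buffer. Rate constants are normalized to DMSO controls.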
Chronic BCR inh = blocks chronic active B-cell receptor signaling; ABC-DLBCL IkBa-CBG/CBR reporter, luminescence ratio, 4 h; Potency, µM (titrated, usually from 46.1 µM), for the others: at the top dose ratio change, negative = lower green/red ratio, actives largely listed as inhibitors; 340,000 tested, 0.05% active; active = well fitted inhibition curve with a large enough effect in the signal ratio, with a control signal flat, not every such curve was filed as active; inconclusive = small, poorly fitted or top-dose-only effect, or effect the other way, or a change in a side signal; the % refers to the signal ratio;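 note: potency is the fitted concentration of half-maximal effect; plate controls were basal doxycycline-induced cells for no effect and cells given 10 µM MG132 for full effect; MG132 reads +100%, hits lower the ratio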
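TMD8 human ABC-DLBCL cells with doxycycline-inducible IκBα–green luciferase fusion and unfused red luciferase, in 0.5% FBS medium; compounds up to 46 uM, 4 h at 37C. Green/red luminescence ratio, filter-overlap corrected, fitted to concentration-response curves.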
Coupling enz = coupling enzyme interference in Giardia aldolase counter-screen. coupling enzyme system counterscreen, AmpLite Red fluorescence. activity change, negative = inhibition, % at 58.2 µM, hits read low. 290,000 tested, 0.67% active; in the data active = activity change below about -30%; note: % is set by controls: 0 for no effect and ±100 for the full control effect
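Fluorescence at 525 nm excitation and 598 nm emission measured inhibition of the coupled detection system without aldolase. Compounds (at 57.5 uM final) were preincubated 10 min at room temperature with coupling enzyme reagent before a 20 min substrate/AmpLite Red step.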
Tb PFK block = blocks T. brucei phosphofructokinase. T. brucei PFK, ADP-Glo luminescence. Potency, µM (top dose mostly 57.5 µM), inactives show top-dose activity, negative = inhibition, hits mostly inhibitors. 330,000 tested, 0.17% active;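 note: potency is the fitted concentration of half-maximal effect; 0% = uninhibited 1x PFK enzyme wells and -100% = no-enzyme wells; nearly all actives have a fitted effect of over 60% in size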
Target sequence (O15648 whole entry, looked up): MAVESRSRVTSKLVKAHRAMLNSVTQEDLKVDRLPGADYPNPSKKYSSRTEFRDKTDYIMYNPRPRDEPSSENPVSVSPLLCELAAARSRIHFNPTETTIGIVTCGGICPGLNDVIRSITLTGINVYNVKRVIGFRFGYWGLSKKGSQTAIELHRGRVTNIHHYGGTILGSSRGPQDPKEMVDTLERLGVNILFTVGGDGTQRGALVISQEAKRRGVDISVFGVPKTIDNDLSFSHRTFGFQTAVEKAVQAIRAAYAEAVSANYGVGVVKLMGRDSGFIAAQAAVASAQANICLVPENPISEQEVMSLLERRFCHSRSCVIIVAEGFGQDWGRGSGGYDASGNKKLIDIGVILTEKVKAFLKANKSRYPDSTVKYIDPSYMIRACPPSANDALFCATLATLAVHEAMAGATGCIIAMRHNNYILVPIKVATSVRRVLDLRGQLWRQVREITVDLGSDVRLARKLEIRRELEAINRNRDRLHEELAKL
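Activity is normalized to no-enzyme wells (full inhibition) and 1.25 nM enzyme wells (no inhibition). Reaction: 0.5 mM F6P, 0.1 mM ATP, 45 min RT, ADP-Glo luminescence; concentration-response curves fitted and classed by quality.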
CXXC DNA block = inhibitors of human MLL CXXC domain-DNA interaction | Q03164 | MLL-CXXC / FITC-HOXA9 DNA fluorescence polarization | Potency, µM (top dose mostly 115 µM), inactives show at the top dose activity change, negative = inhibition, usual class: inhibitors | 290,000 tested, 0.037% active; active = well fitted inhibition curve with a large enough effect in the polarisation, with a control signal flat, not every such curve was filed as active; inconclusive = small, poorly fitted or top-dose-only effect, or effect the other way, or a change in a side signal; inactive = no such curve, though single readings can be large or run the other way; the % refers to the polarisation; note: potency is the fitted concentration of half-maximal effect
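Fluorescence polarization: 7 uM MLL-CXXC (stock) preincubated 5 min with compounds, then 50 nM fluorescein-HOX-A9 DNA (stock) added; 30 min ambient. Buffer 50 mM Tris-HCl pH 7.5, 50 mM NaCl, 1 mM DTT, 0.05% BSA.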
TSHR antagonist = antagonists of human thyroid stimulating hormone receptor | TSHR-expressing cells, TSH-stimulated cAMP HTRF, 2 h; hits give low values | activity change, negative = inhibition, % at 11.5 µM | 330,000 tested, 0.2% active;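 active = activity change below a set negative limit, meaning inhibition stronger than a set level, cut at about -70% in these data; inconclusive = activity change between two set negative limits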; note: % is set by controls: 0 for no effect and ±100 for the full control effect
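TSHR-expressing cells were treated with compounds, then stimulated with TSH at EC80 (4nM final) for 2 hours at 37 deg C. Cellular cAMP was measured by HTRF competition between lysate cAMP and cAMP-d2 for a cryptate-labelled anti-cAMP antibody.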
Starred values were filed as active, the others as inactive; u = inconclusive; x = not tested or not shown; [ ] = remark or other dose. Unless noted, calls come from the whole dose curve; as a rule, active = well fitted curve in the direction sought with a large enough effect; inconclusive = small, poorly fitted or top-dose-only effect, or another doubt; inactive = no such curve, though single readings can be large; an effect the other way counts as inactive or inconclusive.

1: CC(=O)c1cccc(CN2CCC(n3nccc3NC(=O)CCOc3ccccc3)CC2)c1
2: C(=N\N1CCN(c2ccccn2)CC1)/c1ccco1
3: COc1cccc(-c2ccc(NC(=O)C3CCCN(Cc4nccn4C)C3)cc2)c1 (stereo not drawn)
4: Oc1ccc(CNc2ccccc2O)cc1
5: COc1ccc(-c2noc(CN(C(=O)c3c(-c4ccccc4Cl)noc3C)C(C)C)n2)cc1
6: O=C(c1cnn2c(C(F)(F)F)cc(-c3ccco3)nc12)N1CCCc2ccccc21
7: CNc1nc(OCC#N)nc(N2CCCCC2)n1
8: COc1ccc(-c2c/c(=N\c3nc(-c4ccccc4)c(C)s3)c3ccccc3o2)cc1O

compound no.,1,2,3,4,5,6,7,8
Giardia kill,0,-21,5,-5,-5,6,-15,7
TCR activator,0%,0%,-2%,-1%,2%,-3%,0%,-1%
AT treatment,5%,-22%,6%,5%,8%,1%,0%,2%
GALK inhibitor,-4%,9%,3%,-4%,-1%,2%,2%,0%
KCNH2 WT inh,10,21,21,-7,-15,-3,-11,-8
Chronic BCR inh,3%,1%,-10%,u,-3%,-3%,2%,u
Coupling enz,x,1,x,-24,-1,3,-4,1
Tb PFK block,-1%,0%,-1%,-2%,-13%,0%,-9%,-2%
CXXC DNA block,2%,-3%,24%,55%[activator],3%,3%,-8%,12%
TSHR antagonist,7,12,-6,-3,-11,0,-13,3

9: CCc1ccccc1NC(=O)CSc1nc(C)c(C)o1
10: CCOC(=O)/C(=C\c1cccnc1)C(=O)c1cc(C(C)=O)c(Nc2ccccc2)s1
11: CCC(=O)Nc1cc(ON=C(C)C)cc([N+](=O)[O-])c1
12: Cc1[nH]c2ccccc2c1C(=O)C(=O)NCCCn1ccnc1
13: COc1ccc2c(C)cc3nnnn3c2c1
14: CC(=O)C1=C(O)C(=O)N(CCCn2ccnc2)C1c1ccc(C)cc1 (stereo not drawn)
15: CC(C)CNC(=O)COC(=O)c1ccc2c(c1)C(=O)N(Cc1ccco1)C2=O
16: COc1ccc(N2CCOCC2)c(NC(=O)c2ccc3c(c2)OCO3)c1

compound no.,9,10,11,12,13,14,15,16
Giardia kill,-5,-17,-5,1,11,3,-10,-20
TCR activator,-1%,0%,-7%[46.1 µM],x,4%,6%,-6%,1%
AT treatment,-13%,-5%,1%,-3%,9%,-7%,2%,10%
GALK inhibitor,-6%,-1%,x,-1%,-2%,3%,5%,-1%
KCNH2 WT inh,1,5,5,-11,1,7,1,-1
Chronic BCR inh,2%,u,-1%,1%,-3%,-16%,3%,-14%
Coupling enz,x,2,2,5,-2,4,3,-1
Tb PFK block,4%,-1%,-3%,4%,0%,2%,2%,0%
CXXC DNA block,41%[activator],3%,3%,6%,-2%,-11%,0%,5%
TSHR antagonist,20,-37,1,22,-12,0,-5,-14

17: CCCCOc1ncnc2c1[nH]c1ccccc12
18: Cc1onc(-c2ccccc2)c1C(=O)N/N=C/C(Br)=C/c1ccccc1
19: CCCCN(C)CCCNC(=O)c1ccc2c(c1)NC(=O)C(N1CCOCC1)S2 (stereo not drawn)
20: C=CCn1c(SCCC(=O)O)nnc1-c1cccs1
21: Cc1ccc(S(=O)(=O)Nc2ccc(-c3nc4cc(NS(=O)(=O)c5ccc(C)cc5)ccc4o3)cc2)cc1
22: O=[N+]([O-])c1ccc(N2CCOCC2)c(S(=O)(=O)N2CCOCC2)c1
23: CCC(C)C(NC(=O)[C@@H](NC(=O)c1ccccc1F)C(C)C)C(=O)OC (stereo partly drawn)
24: NC(=O)COc1ccc(/C=N/NC(=O)C2CCCN2S(=O)(=O)c2ccc(Cl)cc2)cc1 (stereo not drawn)

compound no.,17,18,19,20,21,22,23,24
Giardia kill,-9,-5,-12,-7,x,-4,-2,-6
TCR activator,1%,-6%[46.1 µM],3%,1%[46.1 µM],x,-6%,-2%,-25%
AT treatment,3%,5%,-7%,0%,-1%,-1%,x,12%
GALK inhibitor,0%,x,-1%,0%,0%,8%,1%,0%
KCNH2 WT inh,4,2,4,-13,x,6,-7,-1
Chronic BCR inh,3%,u,6%,-1%,18%,0%,6%,9%
Coupling enz,0,1,1,0,-9,1,3,5
Tb PFK block,0%,0%,6%,8%,-3%,-4%,4%,1%
CXXC DNA block,5%,3%,1%,-15%,-7%,-2%,11%,25%
TSHR antagonist,-46,-4,17,4,u,-2,14,5

25: Cc1[nH]c(=O)nc(SCc2cccc(Cl)c2)c1C#N
26: COC(=O)CC(NC(=S)NC(=O)c1ccccc1)c1ccc(Br)cc1 (stereo not drawn)
27: Cc1n[nH]c(C)c1S(=O)(=O)N1CCc2ccccc2C1
28: COCCCNC(=S)N/N=C/c1ccc2ccccc2c1
29: Cc1cc(C)c(NC(=O)CS)c(Cl)c1
30: C=CCOc1ccc(CN(C)C(=O)CN2C(=O)c3ccccc3C2=O)cc1
31: Fc1ccccc1COc1ccc(C(=S)N2CCCC2)cc1
32: C[C@H]1COC(=O)[C@H](NC(=O)OCC2c3ccccc3-c3ccccc32)C/C=C\C[C@H](CC(=O)N(CCO)Cc2ccccc2)C(=O)N1

compound no.,25,26,27,28,29,30,31,32
Giardia kill,-6,-7,-23,-29,2,-11,-20,u
TCR activator,-16%,-3%,0%,-4%,2%,-1%,2%,-2%
AT treatment,-1%,24%,-3%,-1%,-3%,-2%,9%,9%
GALK inhibitor,-1%,-1%,10%,1%,7%,4%,-1%,x
KCNH2 WT inh,-4,2,-11,3,-1,19,-1,0
Chronic BCR inh,19%,4%,-11%,u,-1%,-6%,-6%,-2%
Coupling enz,6,-1,x,0,5,0,0,x
Tb PFK block,2%,1%,-4%,0%,-7%,0%,-6%,-6%
CXXC DNA block,6%,5%,-3%,-1%,-2%,-6%,5%,x
TSHR antagonist,3,-4,0,1,-3,-1,-3,-1

Arranged by value in TSHR antagonist (high to low): 3 of the compounds above.
No. | smiles | TSHR antagonist
28 | COCCCNC(=S)N/N=C/c1ccc2ccccc2c1 | 1
31 | Fc1ccccc1COc1ccc(C(=S)N2CCCC2)cc1 | -3
26 | COC(=O)CC(NC(=S)NC(=O)c1ccccc1)c1ccc(Br)cc1 (stereo not drawn) | -4

Going on with the list:
33: CCC1CCC(N2CCN(c3ccc([N+](=O)[O-])cc3)CC2)CC1 (stereo not drawn)
34: O=C1/C(=C/c2cccc(Br)c2)SC(=S)N1/N=C/c1cc([N+](=O)[O-])ccc1O
35: O=C(O)CN1CCNCC1
36: O=C(NCc1cccnc1)c1cc(C(=O)C2CC2)c[nH]1
37: Cc1cc(NC(=O)CSc2nnc(C(C)N(C)C)n2-c2ccc(F)cc2)no1 (stereo not drawn)
38: CC(=O)N1CCN(c2ccc(NCc3ccccc3)cc2)CC1
39: O=C(O)/C=C/c1ccccc1Oc1ccc(Cl)cc1Cl
40: C=CCN=C1NN=C(c2ccc3c(c2)OCCO3)CS1
41: CCCCn1c(N)c(N(CCOC)C(=O)c2cc3ccccc3cc2OC)c(=O)[nH]c1=O

compound no.,33,34,35,36,37,38,39,40,41
Giardia kill,-10,4,x,17,-1,8,23,-28,-11
TCR activator,-3%,3%,x,7%,-7%,4%,-4%,0%,9%
AT treatment,-2%,5%,1%,-5%,8%,-12%,4%,-1%,-4%
GALK inhibitor,3%,-5%,3%,0%,-1%,-2%,4%,10%,x
KCNH2 WT inh,-124*,2,x,7,-7,-2,0,-8,-12
Chronic BCR inh,0%,u,0%,2%,9%,5%,0%,u,-13%
Coupling enz,1,4,4,2,2,-3,11,1,x
Tb PFK block,-9%,u,4%,-1%,0%,3%,0%,0%,3%
CXXC DNA block,-3%,12%,7%,9%,0%,-5%,-10%,6%,x
TSHR antagonist,-4,-4,-7,21,7,-8,-1,2,2
